LmPK inh: LmPK (Leishmania mexicana) enzyme inhibition | 290,000 tested, 0.37% active | Potency, µM (doses to about 57.5 µM), for the others: at the top dose activity change, negative = inhibition, most hits filed as inhibitors | purified LmPK, Kinase-Glo ATP luminescence, 1 h | AID 1721; note: potency is the fitted concentration of half-maximal effect; % is set by controls: 0 for no effect and ±100 for the full control effect
Target sequence (Q27686 whole entry, looked up): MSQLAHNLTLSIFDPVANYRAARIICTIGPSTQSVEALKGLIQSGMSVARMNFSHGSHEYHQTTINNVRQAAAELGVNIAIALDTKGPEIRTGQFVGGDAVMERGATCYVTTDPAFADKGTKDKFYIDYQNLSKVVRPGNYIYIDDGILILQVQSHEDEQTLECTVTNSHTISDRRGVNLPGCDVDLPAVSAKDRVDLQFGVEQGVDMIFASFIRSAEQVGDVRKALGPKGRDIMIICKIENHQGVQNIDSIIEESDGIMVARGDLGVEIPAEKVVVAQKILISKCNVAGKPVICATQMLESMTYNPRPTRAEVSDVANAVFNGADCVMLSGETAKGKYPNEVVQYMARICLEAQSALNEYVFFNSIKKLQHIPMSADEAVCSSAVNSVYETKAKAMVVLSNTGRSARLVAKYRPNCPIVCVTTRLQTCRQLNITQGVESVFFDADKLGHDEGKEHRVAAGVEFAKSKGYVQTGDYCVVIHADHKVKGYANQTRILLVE
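Pyruvate kinase activity monitored as ATP production (luciferase luminescence). Conditions: 0.1 nM enzyme, 0.5 mM PEP, 0.1 mM ADP, 1 h, RT; normalized against uninhibited and no-enzyme wells.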
Cycloheximide cs: counter-screen for Shiga toxin inhibitors: cycloheximide protein synthesis inhibition; cell reporter, cycloheximide protein synthesis inhibition counterscreen; max response, %; 300,000 tested, 12% active; AID 2314; in the data active = max response mostly above about 13%, no sharp cut-off; inactive = mostly below about 14%; note: read at 38.3 µM for the half of the compounds with a filed dose; 0% is about no effect
Tb PYK inh: inhibitors of Trypanosoma brucei pyruvate kinase; Potency, µM (doses to about 76.8 µM), for the others: at the top dose activity, negative = inhibition, usual class: inhibitors; TbPYK enzyme, Kinase-Glo Plus ATP luminescence, 45 min; AID 624173; 410,000 tested, 0.12% active; note: potency is the fitted concentration of half-maximal effect; % is set by controls: 0 for no effect and ±100 for the full control effect; nearly all actives have a fitted effect of over 50% in size
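ADP (130 uM final) triggers the TbPYK reaction after compound addition; incubation is 45 min at room temperature. Kinase-Glo Plus is then added and luminescence imaged. Normalized data are fitted to concentration-effect curves.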
Pf growth 96h: P. falciparum growth inhibition at 96 hour, primary screen for plastid delayed-death inhibitors; P. falciparum luciferase reporter growth, 96 h; Potency, µM (doses to about 28.7 µM), inactives show at the highest dose activity change, negative = inhibition, most hits filed as inhibitors; 320,000 tested, 6.9% active; note: potency is the fitted concentration of half-maximal effect; % is set by controls: 0 for no effect and ±100 for the full control effect
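Plates of compound plus infected erythrocytes (2% hematocrit, 0.05% parasitemia final) incubate 96 hours, 37 C, 5% CO2. Detection reagent added; reduced luminescence from the parasites' luciferase reporter flags inhibition.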
HCV inh: blocks hepatitis C virus | Huh7.5.1 HCVcc-Cre infection, luciferase reporter, 44 h | Potency, µM (highest dose often 41.8 µM), for inactives: at the highest dose activity change, negative = inhibition, actives largely listed as inhibitors | 340,000 tested, 3.4% active; note: potency is the fitted concentration of half-maximal effect; % is set by controls: 0 for no effect and ±100 for the full control effect
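Compounds are dispensed onto cells plated 4 h earlier at 1,000 per well, with HCVcc-Cre virus (about 0.5 moi) added next. Following 44 h of culture, luminescent signal is measured for 15 sec after 15 min with substrate at room temperature.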
Pf growth 48h: P. falciparum growth inhibition at 48 hours (one generation); P. falciparum luciferase growth in erythrocytes, 48 h; Potency, µM (series often up to 28.7 µM), inactives show at the top dose activity change, negative = inhibition, usual class: inhibitors; 310,000 tested, 5.9% active; note: potency is the fitted concentration of half-maximal effect; % is set by controls: 0 for no effect and ±100 for the full control effect
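First compound was added to culture medium, then infected red cells at 0.1% parasitemia and 2% hematocrit (final). After incubation at 37 C under 5% CO2, luciferase detection reagent was dispensed and light output recorded.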
Shiga toxin inh: Shiga toxin inhibition | Vero cells, Shiga toxin protein synthesis inhibition reporter | inhibition, % at 38.7 µM | 290,000 tested, 9.2% active | AID 2315; in the data active = inhibition mostly above about 28%, no sharp cut-off; inactive = mostly below about 43%; note: 0% is about no effect
* = called active by the depositor; ? = inconclusive; . = not tested or not shown; & = joins results of further samples; ! = a repeat was not active; [ ] = another dose, or the depositor's remark. Unless noted, calls come from the whole dose curve; as a rule, active = well fitted curve in the direction sought with a large enough effect; inconclusive = small, poorly fitted or top-dose-only effect, or another doubt; inactive = no such curve, though single readings can be large; an effect the other way counts as inactive or inconclusive.

Screens in order – HCV inh | Shiga toxin inh | Pf growth 48h | Tb PYK inh | Cycloheximide cs | LmPK inh | Pf growth 96h
CC(C)(C)n1ncc2c(=O)n(CC(=O)NCc3ccc(F)cc3)cnc21
→ -15% | 54* | 281%[activator] | 3% | 27* | 3% | 13µM*
Cc1cc(C(=O)OCC(=O)Nc2ccccc2)c(C)o1
→ -3% | 16 | 6% | 2% | 2 | 0% | 0%
COCCN(CCOC)C(=S)Nc1ccccc1
→ 1.8µM* | 13 | 0% | 1% | -4 | 1% | 38%
CC1(C)C(=O)OC(c2cccn2-c2ccc([N+](=O)[O-])cc2)C2(CCCCC2)C1=O (stereo unspecified)
→ 10% | -6 | 10% | 0% | -1 | 1% | 22%
CN(C(=S)NCCN1CCOCC1)C(c1ccccc1)c1ccccc1
→ -17% | -9 | -11% | 2% | -2 | 3% | -1%
CC1(C)Cc2c(ccc3ccccc23)C(c2cc3ccccc3oc2=O)=N1
→ ? | -8 | ? | . | -4 | 3% | 10µM*
Cc1ccc2cc(CN(C(=O)c3cccnc3)C(C)C)c(=O)[nH]c2c1
→ -12% | -13 | 12µM* | 2% | -1 | 1% | ?
COc1cc(NC(=O)NC2Cc3ccccc3C2)cc(OC)c1
→ -20% | 53* | ? | 3% | 20* | -1% | ?
Cc1ccc(Cl)cc1NC(=S)N1CCCCCC1
→ -11% | -7 | -1% | -8% | 2 | -2% | -2%
C=CCn1cc(/C=C2\SC(N3CCOCC3)=NC2=O)c2ccccc21
→ ? | 29 | ? | -13% | 3 | -1% | ?
NC(=O)C[n+]1cccc2ccccc21
→ 14% | 28 | 1% | -1% | -3 | 1% | 62%[activator]
O=C(O)C(Cc1c[nH]c2ccccc12)NS(=O)(=O)c1cccc(Cl)c1Cl (stereo unspecified)
→ 26% | -1 | . | -10% | 5 | -6% | 6%
N#CC(C#N)=C1c2cc(S(=O)(=O)NCCO)ccc2-c2ccc(S(=O)(=O)NCCO)cc21
→ 11% | -10 | -12% | 5% | -3 | 4% | -20%
O=C(COC(=O)c1ccc(Br)o1)Nc1nc2ccccc2s1
→ 0% | 3 | 8% | -3% | 1 | 3% | 43%[activator]
O=Cc1c(NCc2cccc(F)c2)c2ccccc2[nH]c1=O
→ -5% | -12 | 0% | -5% | -2 | 2% | -3%
COc1ccc(C(C)=O)cc1COC(=O)c1ccc2c(c1)OCO2
→ -66% | 55 | 7% | -5% | 1 | 1% | ?
Cc1ccc(N(C(=O)CNC(=O)c2ccco2)C(C(=O)NC2CCCCC2)c2ccncc2)c(C)c1 (stereo unspecified)
→ -8% | 6 | 12µM* | -8% | -10 | -6% | -6%
N#Cc1ccccc1COC(=O)c1cccnc1N
→ 1% | 39 | 13% | -5% | 9 | -7% | ?
Cc1cccc(C)c1OCc1cc(C(=O)N(C)CCc2ccccn2)no1
→ -18% | -23 | -10% | -8% | 11 | 0% | 20%
COc1ccc(-n2c(=O)c3ccccc3n(CC(=O)NC3CCCCC3)c2=O)cc1
→ ? | -5 | 7% | 0% | -3 | 1% | ?
CCOCCCNC(=O)/C=C1\Sc2ccccc2N(Cc2ccccc2F)C1=O
→ ? | 131* | 14% | -7% | 32* | 8% | ?
C[C@@H]1CC[C@H]2C(=O)N3[C@@H](CC[C@@H](C)[C@@H]3c3ccc(Br)cc3)C(=O)N2[C@H]1c1ccc(Br)cc1
→ -8%[8.37 µM] | -6 | ? | 3% | -2 | 2% | ?
NS(=O)(=O)c1cc2c(cc1Cl)N[C@H](Cc1ccccc1)NS2(=O)=O
→ . | . | 13% | 0% | . | . | 9%
Cc1onc(-c2ccccc2Cl)c1C(=O)Nc1ccc(Br)cc1
→ -2% | -12 | ? | 4% | 6 | 5% | ?
O=C(NC1CC2CCCC(C1)N2CC(=O)N1CCCc2ccccc21)C1CCCCC1 (stereo unspecified)
→ 6% | -3 | -9% | 3% | 1 | -1% | 15µM*
CCCNC(=O)c1ccccc1NC(=O)c1cccc(-n2cnnn2)c1
→ ? | . | ? | -7% | . | . | -20%
O=C(NNC(=O)c1ccco1)c1csc(N2CCOCC2)n1
→ 17% | . | 13% | 0% | . | . | 16%
O=C(Nc1ccc2c(c1)OCO2)C1CC(c2ccc(Cl)cc2)=NO1 (stereo unspecified)
→ 13% | -6 | 24% | 2% | -3 | 3% | -20%
CNC(=O)C1CCN(S(=O)(=O)c2c(C)noc2/C=C/c2ccccc2F)CC1
→ 11% | -4 | ? | 9% | -1 | -13% | 25%
Cc1c(C(=O)O)cccc1-c1ccc(/C=C2/NC(=O)N(c3ccccc3)C2=O)o1
→ 15% | 40 | 33%[activator] | 7% | 28* | -5% | 8%

Two of the compounds above, with each value named:
CC(C)(C)n1ncc2c(=O)n(CC(=O)NCc3ccc(F)cc3)cnc21
  HCV inh: -15% | Shiga toxin inh: 54* | Pf growth 48h: 281%[activator] | Tb PYK inh: 3% | Cycloheximide cs: 27* | LmPK inh: 3% | Pf growth 96h: 13µM*

Cc1cc(C(=O)OCC(=O)Nc2ccccc2)c(C)o1
  HCV inh: -3% | Shiga toxin inh: 16 | Pf growth 48h: 6% | Tb PYK inh: 2% | Cycloheximide cs: 2 | LmPK inh: 0% | Pf growth 96h: 0%

Profiles, looked up by structure:
Cc1c(C(=O)O)cccc1-c1ccc(/C=C2/NC(=O)N(c3ccccc3)C2=O)o1 in the list: HCV inh = 15%; Shiga toxin inh = 40; Pf growth 48h = 33%[activator]; Tb PYK inh = 7%; Cycloheximide cs = 28*; LmPK inh = -5%; Pf growth 96h = 8%
Cc1ccc(Cl)cc1NC(=S)N1CCCCCC1 in the list: HCV inh = -11%; Shiga toxin inh = -7; Pf growth 48h = -1%; Tb PYK inh = -8%; Cycloheximide cs = 2; LmPK inh = -2%; Pf growth 96h = -2%

Next results:
Screens in order – HCV inh | Shiga toxin inh | Pf growth 48h | Tb PYK inh | Cycloheximide cs | LmPK inh | Pf growth 96h
COc1ccc(OC)c(Nc2cc(C)c3ccccc3n2)c1
→ -9% | -7 | 25% | 3% | -4 | -9% | ?
Cc1ccc(NC(=S)NCc2ccc(S(N)(=O)=O)cc2)c(C)c1
→ 11% | -11 | 24% | -8% | 6 | 5% | 15%
S=c1[nH]nc(C2COc3ccccc3O2)o1 (stereo unspecified)
→ -4% | 6 | ? | ? | -2 | -1% | ?
O=S(=O)(c1ccc2c(c1)OCCO2)N1CCC(c2nc3ccc(Cl)cc3[nH]2)CC1
→ ? | 6 | 12µM* | 0% | -1 | 0% | ?
CC(C)(C)NC(=O)CN(C(=O)Cn1nnc(-c2ccccc2F)n1)c1cccc2c1CCCC2
→ -7% | -18 | ? | 9% | -1 | 12% | ?
Cc1cc(C)c(C)c(S(=O)(=O)NCc2cccnc2)c1C
→ 1% | -5 | 10% | 4% | -2 | -3% | .
Cc1cc2oc(=O)cc(Cn3ccnc3)c2cc1C
→ 6% | -14 | 0% | 2% | -3 | -2% | .
COc1ccc(NCc2cc(=O)oc3cc(NC(C)=O)ccc23)cc1
→ -17% | 2 | ? | 2% | 6 | 0% | -21%
COc1ccc(CC(=O)NC(C)c2nnc(SCc3nc4ccccc4c(=O)[nH]3)n2C)cc1 (stereo unspecified)
→ 28% | -21 | -2% | -11% | -6 | -5% | .
O=S(N1CCc2ccccc21)C12CC3CC(CC(C3)C1)C2 (stereo unspecified)
→ 1% | -1 | ? | -7% | -2 | 2% | 32%[activator]
CC(C)C[C@@]12C(=O)N(c3cccc(F)c3)C(=O)N1[C@H](c1ccc(F)cc1)[C@@H]1C(=O)N(C3CCCCC3)C(=O)[C@@H]12
→ 7% | . | 10µM* | -3% | . | . | ?
OC(CNCc1cccnc1)COc1ccc2ccccc2c1 (stereo unspecified)
→ 13% | 18 | 6% | -4% | 1 | -9% | 41%[activator]
CC(C)C/C(=N/O)c1cn(C)c2ccccc12
→ -2% | 14 | -8% | -5% | 17 | 8% | 39%[activator]
Cc1[nH]n(-c2ccccc2)c(=O)c1C=Nc1cnc2ccccc2c1
→ ? | -18 | . | -4% | -2 | -4% | -11%
COc1ccc(C2c3ccc4ccccc4c3Oc3ncn(CCO)c(=N)c32)cc1OC (stereo unspecified)
→ 10µM* | -9 | 10µM* | -4% | -3 | -2% | ?
BrC(=C\c1ccccc1)/C=N/Nc1nc2ccccc2[nH]1
→ ? | 104* | -97% | 9% | 75* | -1% | ?
Cc1cc(N2C(=O)C(O)=C(C(=O)c3ccco3)C2c2ccc([N+](=O)[O-])cc2)no1 (stereo unspecified)
→ 20% | -7 | -15% | 3% | -3 | 1% | 6%
Nc1nc(N)nc(-c2cc(C(F)(F)F)ccc2Cl)n1
→ -1% | . | 1% | -2% | . | . | 60%[activator]
CN(C)c1ccc(C2/C(=C(/O)c3ccccc3)C(=O)C(=O)N2CCCC(=O)O)cc1 (stereo unspecified)
→ 16% | -2 | 5% | 2% | 1 | -1% | 58%[activator]
SC(COCc1ccccc1)CN1CCN(Cc2ccc3c(c2)OCO3)CC1 (stereo unspecified)
→ -26% | -10 | ? | 5% | -4 | 4% | 8.3µM*
Cc1ccc(C)c(C(=O)OCC(=O)Nc2ccc(N3CCOCC3)cc2)c1
→ -2% | -13 | -6% | 1% | 0 | 0% | 3%
O=C(c1ccco1)N1CCN(CCCCOc2ccc(F)cc2)CC1
→ 0% | 12 | -12% | -3% | -2 | 2% | ?
Oc1ccc(CNc2ccccc2F)c2cccnc12
→ 11µM* | 24 | 1.5µM* | -12%&-6% | -3 | 21% | 4.1µM*!
COc1ccc(NC(=O)CN(C)C(=O)CSCc2c(C)noc2C)cc1
→ 7% | . | ? | 7% | . | . | 4%
CC(C)(C)OC(=O)N1CCC(CC2CC(c3ccncc3)=NO2)(C(=O)O)CC1 (stereo unspecified)
→ 1% | . | ? | -2% | . | . | ?
O=C(NCc1ccc2c(c1)OCO2)c1ccncc1
→ 25% | -5 | . | -8% | -2 | 0% | -3%
COc1cc(C(=O)NC(=S)N(C)Cc2ccccc2)cc(OC)c1OC
→ 1% | -4 | -15% | -19% | 0 | 2% | ?

Single values from the results shown:
Entry for BrC(=C\c1ccccc1)/C=N/Nc1nc2ccccc2[nH]1 in LmPK inh: -1%
Entry for Cc1[nH]n(-c2ccccc2)c(=O)c1C=Nc1cnc2ccccc2c1 in Cycloheximide cs: -2
Entry for Cc1cc(N2C(=O)C(O)=C(C(=O)c3ccco3)C2c2ccc([N+](=O)[O-])cc2)no1 (stereo unspecified) in HCV inh: 20%
Entry for Cc1ccc(NC(=S)NCc2ccc(S(N)(=O)=O)cc2)c(C)c1 in Pf growth 96h: 15%
Entry for SC(COCc1ccccc1)CN1CCN(Cc2ccc3c(c2)OCO3)CC1 (stereo unspecified) in Pf growth 96h: 8.3µM*

Source: PubChem BioAssay (National Center for Advancing Translational Sciences (NCATS))
